PLK1 PBD inh: blocks phosphopeptide binding to human PLK1 polo-box domain. Plk1 PBD binding of FITC phosphopeptide, fluorescence polarization. Potency, µM, for the others: max response, negative = inhibition, hits mostly inhibitors. actives 2.8% (n = 360,000). AID 720504; note: potency is the fitted concentration of half-maximal effect; series mostly up to about 57 µM; % is set by controls: 0 for no effect and ±100 for the full control effect; nearly all actives have a fitted effect of over 65% in size
PI5P4Ka inh: inhibitors of human PI5P4K alpha. max response, %. PI5P4Kalpha enzyme, ADP-Glo luminescence, 60 min; stronger effect = lower value. actives 1.2% (n = 330,000); active = max response of -50% or lower; inconclusive = between -30% and -50%; inactive = -30% or higher; note: value at the top dose of about 77 µM; % is set by controls: 0 for no effect and ±100 for the full control effect
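Controls without substrate or without enzyme flank wells where PI5P4Kalpha converts substrate using 5 microM ATP (final). Incubation lasts 60 minutes at room temperature; ADP formed is read by ADP-Glo luminescence.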
CCT modulator: cytosolic chaperonin activity modulation; purified chaperonin ATPase assay, HTRF ADP detection, 30 min; activity change, % (test concentration not listed), hits read low; actives 0.3% (n = 360,000); in the data active = activity change below about -30%; note: % is set by controls: 0 for no effect and ±100 for the full control effect
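We incubate TRiC, 40 or 20 nM final, with library compounds at 76 uM and 10 uM ATP for 30 min at 37 °C. ADP formed is detected with Transcreener HTRF reagents after 30 min at room temperature.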
EPAC2 antagonist: EPAC2 (human) antagonism; Q8WZA2; EPAC2 GEF exchange of Rap1B-BODIPY-GDP, fluorescence; Potency, µM (highest dose often 114 µM), without a hit: at the top dose activity, negative = inhibition, hits mostly inhibitors; actives 0.18% (n = 360,000); AID 720708; note: potency is the fitted concentration of half-maximal effect; % is set by controls: 0 for no effect and ±100 for the full control effect; nearly all actives have a fitted effect of over 45% in size; many of its hits are not listed in these tables
MmCpn inh: blocks the Methanococcus maripaludis chaperonin Mm-Cpn; purified Mm-Cpn ATPase, ADP Transcreener TR-FRET; Potency, µM (doses to about 76.9 µM), without a hit: at the top dose activity, negative = inhibition, hits mostly inhibitors; actives 0.031% (n = 330,000); AID 504842; note: potency is the fitted concentration of half-maximal effect; % is set by controls: 0 for no effect and ±100 for the full control effect; nearly all actives have a fitted effect of over 80% in size
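Measured: ADP formation by purified Mm-CPN. Conditions: 25 nM protein, 10 uM ATP, Tris pH 7.4 with Mg2+, K+ and DTT, 37°C for 30 min. Detection: Transcreener HTRF after 30 min at room temperature.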
WRN inhibitor: inhibitors of human WRN helicase. WRN helicase unwinding, fluorescent forked duplex, kinetic. Q14191. Potency, µM (highest dose often 114 µM), for the others: top-dose activity change, negative = inhibition, actives largely listed as inhibitors. actives 0.46% (n = 360,000); note: potency is the fitted concentration of half-maximal effect; % is set by controls: 0 for no effect and ±100 for the full control effect; nearly all actives have a fitted effect of over 55% in size
Target sequence (Q14191 whole entry, looked up): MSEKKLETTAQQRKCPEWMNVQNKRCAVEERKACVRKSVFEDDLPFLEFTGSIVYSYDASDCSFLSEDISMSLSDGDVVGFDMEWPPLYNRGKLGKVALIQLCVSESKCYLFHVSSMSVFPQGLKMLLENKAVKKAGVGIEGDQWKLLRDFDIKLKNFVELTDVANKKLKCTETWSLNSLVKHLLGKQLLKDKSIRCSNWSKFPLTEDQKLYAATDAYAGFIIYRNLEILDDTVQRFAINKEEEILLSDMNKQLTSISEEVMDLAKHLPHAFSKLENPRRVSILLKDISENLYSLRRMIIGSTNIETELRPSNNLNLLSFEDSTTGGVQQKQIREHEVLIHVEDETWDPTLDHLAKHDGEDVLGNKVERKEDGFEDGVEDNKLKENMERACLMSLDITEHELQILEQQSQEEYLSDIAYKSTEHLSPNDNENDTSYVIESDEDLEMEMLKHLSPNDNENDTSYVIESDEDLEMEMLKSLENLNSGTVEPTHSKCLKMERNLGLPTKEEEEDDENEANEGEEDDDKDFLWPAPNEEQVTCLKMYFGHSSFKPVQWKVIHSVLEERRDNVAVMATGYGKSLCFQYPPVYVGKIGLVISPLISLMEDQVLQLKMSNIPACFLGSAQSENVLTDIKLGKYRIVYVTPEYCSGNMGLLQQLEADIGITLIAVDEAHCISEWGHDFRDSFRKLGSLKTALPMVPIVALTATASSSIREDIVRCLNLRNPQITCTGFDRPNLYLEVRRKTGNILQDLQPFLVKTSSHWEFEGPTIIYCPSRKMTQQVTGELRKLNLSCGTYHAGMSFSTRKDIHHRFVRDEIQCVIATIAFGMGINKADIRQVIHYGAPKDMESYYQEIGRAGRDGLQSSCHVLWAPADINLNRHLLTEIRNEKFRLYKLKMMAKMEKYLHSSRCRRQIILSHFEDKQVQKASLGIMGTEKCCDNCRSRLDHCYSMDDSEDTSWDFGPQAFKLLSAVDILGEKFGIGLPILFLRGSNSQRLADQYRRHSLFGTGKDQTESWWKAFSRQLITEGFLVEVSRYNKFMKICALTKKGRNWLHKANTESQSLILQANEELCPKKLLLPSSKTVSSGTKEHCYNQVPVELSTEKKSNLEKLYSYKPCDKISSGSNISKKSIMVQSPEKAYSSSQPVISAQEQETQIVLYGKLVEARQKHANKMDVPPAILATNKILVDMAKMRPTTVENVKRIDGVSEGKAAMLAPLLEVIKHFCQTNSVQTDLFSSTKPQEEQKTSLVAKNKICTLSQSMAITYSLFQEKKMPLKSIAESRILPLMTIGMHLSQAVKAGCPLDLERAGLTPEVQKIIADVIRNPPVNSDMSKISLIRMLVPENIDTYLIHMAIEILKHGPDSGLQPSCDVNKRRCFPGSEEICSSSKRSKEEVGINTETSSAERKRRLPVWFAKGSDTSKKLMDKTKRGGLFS
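Enzyme (20 nM final) and test compound sit together 15 min at room temperature before substrate addition. Substrate is a single-forked duplex oligonucleotide (100 nM) labelled with fluorophore and quencher, with 2 mM ATP; helicase unwinding raises red fluorescence, read kinetically.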
EPAC1 agonist: agonists of human EPAC1; EPAC1 agonist qHTS, biochemical assay; response scale: 100% = response to 6.5 mM cAMP; Potency, µM (doses to about 154 µM), without a hit: at the highest dose activation, usual class: activators; actives 0.073% (n = 360,000); note: potency is the fitted concentration of half-maximal effect; nearly all actives have a fitted effect of over 60% in size
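Fluorescent GDP-exchange assay: 100 nM EPAC1 with 250 nM Rap1B preloaded with BODIPY-GDP and 50 uM GDP; compounds tested as concentration series, 5 min at room temperature, then read every 5 min for 30 min (ex 480/em 540 nm); normalized to 6.5 mM cAMP.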
EPAC1 antagonist: blocks human EPAC1 exchange factor | O95398 | EPAC1 GEF assay, Rap1b-BODIPY-GDP exchange fluorescence | Potency, µM (series often up to 115 µM), for inactives: at the highest dose activity change, negative = inhibition, usual class: inhibitors | actives 0.14% (n = 360,000);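 note: potency is the fitted concentration of half-maximal effect; plate controls were vehicle for no effect and positive control for full effect; nearly all actives have a fitted effect of over 50% in size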
The depositor's hits bear a star; ? = inconclusive; . = no result given; [ ] = another dose, or the depositor's remark. Unless noted, calls come from the whole dose curve; as a rule, active = well fitted curve in the direction sought with a large enough effect; inconclusive = small, poorly fitted or top-dose-only effect, or another doubt; inactive = no such curve, though single readings can be large; an effect the other way counts as inactive or inconclusive. Only part of the results is shown. The share of hits here may be higher or lower than overall.

SMILES	PLK1 PBD inh	PI5P4Ka inh	CCT modulator	EPAC2 antagonist	MmCpn inh	WRN inhibitor	EPAC1 agonist	EPAC1 antagonist
CCCc1cc(=O)oc2cc(C)cc(OCC(=O)NC(Cc3c[nH]c4ccc(O)cc34)C(=O)O)c12 (stereo not drawn)	-3%	1	1.5	16%	-2%	2%	-18%	6%
CCC(=O)Nc1ccc(-c2ccc(NC(=O)CC)c(OC)c2)cc1OC	-23%	-10	-2.6	14%	3%	10%	-10%	-4%
Cc1ccccc1C(=O)Nc1ccc(S(=O)(=O)Nc2onc(C)c2C)cc1	4%	9	-3.4	1%	-1%	-3%	2%	-7%
Cc1c(NC(=O)c2cc(Br)ccc2Cl)cccc1-n1cnnn1	-3%	1	-1.8	13%	2%	3%	-3%	10%
Cc1cc(C)n2c(SCC(=O)Nc3cc(C)on3)nnc2n1	-9%	.	-0.4	5%	-3%	10%	2%	10%
Cc1cc(C)c2c(CN3CCN(C)CC3)cc(=O)oc2c1	-8%	.	-3.7	-2%	1%	3%	6%	2%
O=c1[nH]c(CSc2ccccn2)nc2c1cnn2-c1ccccc1	-9%	-2	6.8	2%	-14%	7%	3%	9%
CCC(C)NC(=O)CSc1nc2ccccc2c(=O)n1CCCN1CCCCC1 (stereo not drawn)	-5%	-3	-2.7	14%	-1%	7%	11%	-15%
NC(=S)Nc1ccc(Oc2ccc(NC(N)=S)cc2)cc1	-11%	.	-0.1	-1%	0%	0%	9%	-13%
Cc1cc(C)c(S(=O)(=O)NCc2csc(C)n2)c(C)c1	-5%	7	-1.5	2%	1%	3%	5%	-1%
O=C1COc2ccc(C(=O)COC(=O)c3ccccn3)cc2N1	2%	1	1.1	-6%	1%	0%	7%	9%
O=C(O)C1C2C=CC(C2)C1C(=O)NCCc1ccccc1 (stereo not drawn)	0%	.	-3.0	5%	-2%	0%	1%	9%
OC(c1ccccc1)(c1nc(-c2ccc3c(c2)OCO3)cs1)C(F)(F)F (stereo not drawn)	2%	18	-0.7	-30%	.	-8%	8%	-15%
CC(C)c1ccc(OCC(=O)N2CCCCCC2)c(Br)c1	-5%	2	0.9	-15%	0%	-4%	-4%	-12%
Cc1cccc(C)c1-n1c(C)nn(CC2CC2)c1=O	-5%	-10	-1.1	10%	0%	-1%	0%	5%
CCOC(=O)c1cc(-c2csc(Nc3ccccc3Cl)n2)on1	-9%	18	2.6	0%	0%	-20%	-2%	-4%
O=C(O)c1ccc(Nc2ccc([N+](=O)[O-])c3nonc23)cc1	-15%	-29	1.3	-25%	-5%	-15%	-3%	?
O=C(c1cccc(Oc2ccc([N+](=O)[O-])cc2)c1)N1CCOCC1	-13%	-7	-2.2	-6%	0%	6%	12%	1%
COc1ccc(-c2nn(-c3ccccc3)cc2CNC[C@H]2O[C@@H](n3ccc(=O)[nH]c3=O)[C@H](O)[C@@H]2O)cc1	-10%	2	0.8	2%	.	-7%	-1%	-10%
O=C(c1ccncc1)c1nccn1-c1ccccn1	-7%	.	-2.1	1%	1%	-2%	3%	-1%
CC1(C(=O)NCCC#N)CCN1C(=O)C1(c2ccccc2)CC1 (stereo not drawn)	-10%	2	-1.7	12%	.	5%	-4%	3%
O=C(Cn1ncn2c(cc3sccc32)c1=O)NC1CCCC1	-12%	-10	-0.6	3%	1%	1%	-6%	-12%
COc1cccc(-n2c(=O)c3c(C)c(C(=O)N(C)C)sc3n(CC(=O)NCCc3ccc(OC)c(OC)c3)c2=O)c1	4%	-2	1.4	0%	-4%	-3%	-1%	18%
Cc1cccc(N2CCN(C(=O)c3cc(S(=O)(=O)N(C)C)ccc3N3CCCC3)CC2)c1C	-9%	2	-2.8	-9%	-4%	-6%	5%	-3%
O=C(Nc1cnc2sccn2c1=O)c1ccc(Cl)cc1Cl	4%	.	-1.1	0%	-14%	-10%	10%	-2%
CCCN(C)C1CN(Cc2cn(Cc3ccc(F)cc3)nn2)S(=O)(=O)C1 (stereo not drawn)	4%	1	1.0	7%	.	-3%	14%	8%
O=C(COC(=O)CCc1nc2ccccc2c(=O)[nH]1)Nc1ccc(Cl)cn1	15µM*	-55*	-1.9	6%	0%	-1%	-1%	1%
CN1CCN(S(=O)(=O)c2ccc(NC(=O)c3csc4ccccc34)cc2)CC1	-4%	.	0.7	-4%	1%	-11%	6%	5%
CN1CCN(C(=O)c2cc3sc4ccccc4c3s2)CC1	1%	-7	-3.1	11%	-3%	13%	-15%	-10%
O=C1C(=O)N(CCCc2ccccc2)c2ccccc21	-14%	-1	-7.5	8%	0%	-3%	5%	2%
CCOc1ccccc1NC(=O)c1cc(C(=O)Nc2ccccc2OCC)cc(N2C(=O)CCC2=O)c1	3%	3	0.2	7%	1%	0%	6%	-6%
CC(C)c1ccc(OCC(=O)Nc2ccc3oc(=O)ccc3c2)cc1	-5%	-7	-0.3	-14%	0%	-8%	1%	-3%
Cc1ccc(Oc2ccc(S(=O)(=O)N3CCOCC3)cc2C(N)=O)cc1C	-13%	-7	-4.2	-1%	1%	?	-2%	5%
COc1cc(/C=C2\SC(=Nc3ccccc3)N(Cc3ccco3)C2=O)ccc1OC(C)C(=O)O (stereo not drawn)	?	-18	0.5	-21%	0%	-21%	-9%	?
Cc1ccc(C(=O)Nc2ccc(S(=O)(=O)N3CCOCC3)cc2)cc1	-28%	2	-0.4	-19%	-1%	5%	1%	-19%
CCCCCCCCNCCS(=O)(=O)NCc1ccccc1OC	-6%	9	0.2	7%	.	2%	-19%	-20%
CCCCCCn1c(CN2CCN(C)CC2)nc2c1c(=O)n(C)c(=O)n2C	-1%	-2	-8.8	5%	2%	8%	-7%	4%
O=C(N/N=C/c1ccc([N+](=O)[O-])o1)c1ccccc1-n1cccc1	-15%	-2	-1.1	-10%	-2%	-9%[57.1 µM]	10%	-5%
CC(=O)N1C[C@@H](CO)[C@@H](N(C)C(=O)c2ccco2)C[C@H]1c1ccccc1	-13%	-4	1.1	13%	.	7%	-1%	12%
Cc1cc(C)n(C(=O)CNC(=O)c2ccccc2F)n1	-2%	0	-1.1	-2%	-2%	14%	-4%	7%
COc1nc(N)nc(NC23CC4CC(CC(C4)C2)C3)n1	0%	.	-1.3	-3%	-2%	-17%	6%	-5%
Cc1nn(Cc2ccccc2)c(C)c1NC(=O)c1cc(-c2ccco2)on1	-7%	.	0.2	4%	-2%	0%	-4%	1%
C#CCOCCOCCOCCNc1nc(N2CCN(C(=O)[C@H](C(C)C)n3cc(CCO)nn3)CC2)nc(N2CCN(C(=O)[C@H]([C@@H](C)CC)n3cc(CCCN=C(N)N)nn3)CC2)n1	-1%	-3	-1.4	8%	1%	1%	-21%	-1%
Cc1ccc(S(=O)(=O)n2nc(OC(=O)c3ccccc3C)cc2N)cc1	-11%	-7	1.7	10%	-1%	1%	8%	-7%
COc1ccc(/C=C2/C(=O)N(Cc3ccccc3)N=C2C)cc1	?	10	0.3	9%	-2%	-34%[57.1 µM]	-2%	-11%
CC(C)(O)C#Cc1ccc(C(=O)NCc2ccccc2)s1	-8%	9	-0.8	3%	.	3%	0%	-29%
CCOC(=O)[C@@H]1[C@H]2COc3ccc(Br)cc3[C@@H]2N2C(=O)N(c3ccc(C(F)(F)F)cc3)C(=O)[C@]12C	3%	1	-0.2	-1%	1%	1%	-11%	-12%
Cc1cc(C)n2nc(SCC(=O)NC3CCCCC3C)nc2n1 (stereo not drawn)	0%	4	2.3	-5%	-3%	3%	-6%	9%
O=C(CSc1nc2ccccc2[nH]1)N/N=C/c1ccco1	-5%	8	0.2	14%	1%	-14%	-3%	12%
COc1ccc2c(c1)O/C(=C\c1sccc1C)C2=O	0%	5	0.8	6%	1%	-4%	9%	-7%

(continued)
SMILES	PLK1 PBD inh	PI5P4Ka inh	CCT modulator	EPAC2 antagonist	MmCpn inh	WRN inhibitor	EPAC1 agonist	EPAC1 antagonist
CCOc1ccccc1OCCCC(=O)N1CCN(S(=O)(=O)c2cccc(F)c2)CC1	-3%	.	-1.8	-3%	0%	-6%	11%	-3%
COc1cc(Cl)ccc1OCc1cc(C(=O)N2CCN(C3CCCCC3)CC2)no1	9%	0	0.2	-4%	.	-2%	-5%	23%
O=C(N/N=C1\CCSc2ccc(F)cc21)c1cccnc1	-2%	-3	0.1	-7%	-2%	2%	16%	8%
Cc1cccc(/C=N/NC(=O)c2c(-c3ccccc3)noc2C)c1O	-2%	-7	-1.1	-21%	-9%	-8%	-9%	?
CCOC(=O)C1=C(C)NC(=O)NC1c1ccc(Cl)cc1Cl (stereo not drawn)	-7%	.	-20	4%	-1%	3%	-2%	0%
CCn1c(=O)cc(SCC(=O)NCc2ccc(C)cc2)c2ccccc21	-1%	8	0.5	23%	1%	-11%	-8%	12%
Cc1cccc(NC(=S)NN2CCN(C)CC2)c1	-2%	-4	-2.9	5%	2%	1%	-5%	10%
COCCN(CCOC)c1nc(N)c2c(N)nc3c(c2c1C#N)CC(=O)N3Cc1ccc(Cl)cc1	-5%	-22	-6.2	-3%	-1%	-4%	-17%	-21%
CCOC(=O)C1(C)CCCCN1C(=O)c1ccnc(Cl)c1 (stereo not drawn)	1%	-8	1.0	5%	.	4%	7%	4%
COc1ccc(OC)c(S(=O)(=O)NC(C)(C)C)c1	-7%	.	-3.5	12%	0%	5%	2%	8%

The final three compounds of the part above lead into the next:
SMILES	PLK1 PBD inh	PI5P4Ka inh	CCT modulator	EPAC2 antagonist	MmCpn inh	WRN inhibitor	EPAC1 agonist	EPAC1 antagonist
COCCN(CCOC)c1nc(N)c2c(N)nc3c(c2c1C#N)CC(=O)N3Cc1ccc(Cl)cc1	-5%	-22	-6.2	-3%	-1%	-4%	-17%	-21%
CCOC(=O)C1(C)CCCCN1C(=O)c1ccnc(Cl)c1 (stereo not drawn)	1%	-8	1.0	5%	.	4%	7%	4%
COc1ccc(OC)c(S(=O)(=O)NC(C)(C)C)c1	-7%	.	-3.5	12%	0%	5%	2%	8%
CCOC(=O)/C(C#N)=C/c1cn(CCOc2ccccc2)c2ccccc12	-4%	20	0.2	5%	0%	-22%[57.1 µM]	7%	-6%
Cc1ccc(C2(C)NC(=O)N(CC(=O)N3c4ccccc4NC(=O)CC3C)C2=O)cc1 (stereo not drawn)	-1%	-1	-0.6	1%	3%	-7%	-2%	-1%
O=C(NCc1ccccn1)Nc1ccc(Br)cc1Cl	?	1	-0.4	1%	0%	-2%	-7%	-5%
Cc1ccc(NC(=O)CSc2ccc3c(c2)OCCO3)nc1	?	1	-2.3	3%	0%	-31%	-2%	-18%

Source: PubChem BioAssay (National Center for Advancing Translational Sciences (NCATS))
